KCNQ2 inh: KCNQ2 potassium channel inhibitors, primary screen, cell-based, CHO-K1, FluxOR thallium flux, B-score (AID 2156); 20 min; hits give low values; O88943; B-score at 10 µM; 1.1% of 310,000 active;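 active = fluorescence ratio B-score at most minus 3 library SDs, with starting brightness B-score within 2 library SDs, cut at about -5.5 in these data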
CHT inh: human CHT choline transport inhibition. Q9GZV3. CHT-expressing cells, membrane potential dye, choline response; hits give low values. B-score at 10 µM. 0.86% of 310,000 active. AID 488975;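 active = B-score over 3 SD under the library average, and starting fluorescence ratio not unusually high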;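 note: choline stimulus applied at its EC90 after an EC20 pre-addition; B-score computed on integrated fluorescence ratio after choline addition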
Target sequence (Q9GZV3 whole entry, looked up): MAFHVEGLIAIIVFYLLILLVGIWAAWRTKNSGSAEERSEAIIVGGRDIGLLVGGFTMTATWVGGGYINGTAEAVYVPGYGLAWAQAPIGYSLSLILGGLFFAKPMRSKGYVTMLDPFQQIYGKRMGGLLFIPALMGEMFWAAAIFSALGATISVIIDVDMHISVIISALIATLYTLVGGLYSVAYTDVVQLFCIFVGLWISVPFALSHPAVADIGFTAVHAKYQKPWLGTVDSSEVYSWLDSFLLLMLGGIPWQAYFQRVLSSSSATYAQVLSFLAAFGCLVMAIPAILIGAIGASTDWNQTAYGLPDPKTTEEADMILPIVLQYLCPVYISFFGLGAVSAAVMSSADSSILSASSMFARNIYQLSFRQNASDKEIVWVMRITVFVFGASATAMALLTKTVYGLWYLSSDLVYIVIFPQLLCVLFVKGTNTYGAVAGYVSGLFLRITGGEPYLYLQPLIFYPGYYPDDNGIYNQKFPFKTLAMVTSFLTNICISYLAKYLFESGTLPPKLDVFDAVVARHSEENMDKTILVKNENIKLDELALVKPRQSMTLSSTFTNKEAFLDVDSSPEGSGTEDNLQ
* marks the source's active call; other numbers are inactive results; i = inactive; . = no result given.

KCNQ2 inh | CHT inh | SMILES
i | i | Cc1cc(Nc2ccc(Br)cc2F)n2nc(C)nc2n1
i | i | COc1ccc(OC)c(S(=O)(=O)Nc2ccc(C(C)=O)cc2)c1
i | i | CCc1ccc2[nH]c(=O)c(CN(Cc3ccc4c(c3)OCO4)Cc3nnnn3C3CCCC3)cc2c1
i | i | O=C1N=c2ccccc2=C1c1sc(NS(=O)(=O)c2ccccc2)nc1O
i | i | CS(=O)(=O)Nc1ccc(C2=NN(C(=O)c3cccc(F)c3)C(c3cccs3)C2)cc1 (stereo not given)
i | i | Cc1cc(C)c(-c2c(O)c3cnn(-c4ccccc4)c3[nH]c2=O)c(C)c1
i | i | NC(=O)[C@H]1CC2(CC(c3cccc(NC(=O)COc4ccc(Cl)cc4)c3)=NO2)CN1C(=O)c1ccc(Cl)cc1 (stereo not given in full)
i | i | Cc1ccc(C(=O)NNC(=O)c2ccccc2O)cc1S(=O)(=O)N1CCCCC1
i | i | CCc1cc(=O)oc2c(C)c(OCC(=O)NCCN3CCOCC3)ccc12
i | i | Cc1nc2ccccc2n1C1CCN(CC(=O)Nc2ccccc2Br)CC1
i | i | CCOc1ccc(/C=C2/SC(=S)N(CCC(=O)Nc3ccc(C(=O)O)cc3)C2=O)cc1
i | i | Cc1ccc(-c2nn3cnnc3c3ccccc23)cc1C
i | i | COc1cc(C(C)=O)ccc1OCC(O)CN1CCN(c2ccccn2)CC1 (stereo not given)
i | i | O=C(Cc1ccccc1)Nc1ccccc1C(=O)NCC1CCCO1 (stereo not given)
i | i | COc1ccccc1NC(=O)Nc1nc(CC(=O)Nc2ccc(OC)c(OC)c2)cs1
i | i | Cn1nc([N+](=O)[O-])nc1Sc1ccc(Cl)cc1
i | i | COc1ccccc1NC(=O)CSc1ncc(CO)n1Cc1ccc(F)cc1
i | i | Cc1cccc(C2CC(c3ccc(Br)cc3)Nc3nc(N)nn32)c1 (stereo not given)
i | i | COc1ccc2c(c1)c(C)cc[n+]2Cc1ccccc1
i | i | S=C(Nc1ccccc1)N1CCN(C2CCCCC2)CC1
i | i | CCC(=O)Nc1cc2[nH]c(=O)cc(C)c2cc1C
i | i | COc1ccc(C(=O)N/N=C/c2sc(N3CCOCC3)nc2-c2ccccc2)cc1OC
-7.47* | i | CN(C)c1ccc(S(=O)(=O)N(C)C)cc1NC(=O)Cc1cccc2ccccc12
i | i | COc1ccc(S(=O)(=O)N(C)c2ccc(OC(=O)C(C)Oc3ccc(F)cc3)cc2)cc1 (stereo not given)
i | i | CCCCNC(=O)Cn1c(=O)c2c(ncn2CC)n(Cc2ccccc2)c1=O
i | i | CC(=O)Oc1ccc2c(=O)oc(-c3ccccc3C)nc2c1
i | i | COc1cccc(C(=O)NN2c3ccccc3CCc3ccccc32)c1
i | i | Cc1ccc(-n2cc(C(=O)c3ccc4ccccc4c3O)cn2)cc1
i | i | COc1ccccc1/C=N/NC(=O)c1cccc(OC(F)(F)C(F)F)c1
i | i | NC(=O)c1coc(-c2ccccc2)n1

Brought forward from above: 3 entries, then new ones.
KCNQ2 inh | CHT inh | SMILES
i | i | Cc1ccc(-n2cc(C(=O)c3ccc4ccccc4c3O)cn2)cc1
i | i | COc1ccccc1/C=N/NC(=O)c1cccc(OC(F)(F)C(F)F)c1
i | i | NC(=O)c1coc(-c2ccccc2)n1
i | i | Cc1ccc(NC(=S)N/N=C/c2c(C)[nH]c3ccccc23)cc1
i | i | CCc1cccc(NC(=O)CCNS(=O)(=O)c2ccc3c(c2)oc(=O)n3C)c1
i | i | CCOC(=O)C1=C(C)NC(C)=C(C(=O)OCC)C1C(=O)OCC(=O)NC1(C#N)CCCCC1
i | i | Cc1cc(C)cc(NC(=O)COC(=O)c2n[nH]c3ccccc23)c1
i | i | NC(=O)C1CC(=O)N(c2ccc(OCc3ccc(Cl)cc3)cc2)C1 (stereo not given)
i | i | Cc1ccccc1CSCC(=O)NNC(=S)NCC1CCCO1 (stereo not given)
i | i | O=C(CCSCCc1ccccn1)Nc1cc(F)ccc1F
-12.7* | . | Cc1cc(Cl)n2c(nc3cc(F)c(F)cc32)c1C#N
i | i | O=C(CCc1ccccc1)Nc1cc(C(F)(F)F)ccc1Cl
i | i | O=C(Nc1ccccc1)Nc1ccc(Oc2cccnc2)nc1
i | i | CC(=O)Nc1ccc(S(=O)(=O)N(C)CC(=O)NC2=NCCS2)cc1
i | i | Cc1ccccc1N1C(=O)CC(c2c[nH]c3ccccc23)C1=O (stereo not given)
i | i | O=C(COC(=O)CNS(=O)(=O)c1ccc(F)c(F)c1F)NC1CC1
i | i | Cc1ccc(C(=O)N/C(N)=N/c2nc3ccccc3o2)cc1
i | i | Cc1ccc2c(c1)C=CC(C)(C)S2(=O)=O
i | i | Cc1ccc(NC(=S)Nc2cccc3cnccc23)cc1
i | i | Cn1ccs/c1=N\C(=O)Nc1cccc(Cl)c1
i | i | Cc1ccc(NC(=O)CCn2nc(C)cc2C)cc1
i | i | O=c1c(-c2ccc(F)cc2)[n+]([O-])c2ccccc2n1OCc1ccccn1
i | i | CN(C)S(=O)(=O)c1cccc(NC(=O)CN2C(=O)C3C4C=CC(C4)C3C2=O)c1 (stereo not given)
i | i | O=C(Nc1ccccc1)c1ccc2snnc2c1
i | i | Cc1ccccc1N(CC(=O)N1CCc2ccccc2C1)S(C)(=O)=O
i | i | Cc1ccc(-c2ccc(/C=N/NC(N)=S)o2)cc1
i | i | Cc1ccnc(NS(=O)(=O)c2ccc(NC(=O)CCc3ccccc3)cc2)n1
i | i | CCOc1ccc(NC(=O)NCCCN2CCCC2)cc1
i | i | C/C(=N\Nc1ccc(F)cc1F)c1ccccc1O
i | i | CCNC(=O)CCC(=O)Nc1cc(Cl)ccc1C
i | i | Cc1ccc(-c2nnc(SCC(=O)NNC(=O)COc3cccc(C)c3)n2C)cc1
i | i | CC1=Nc2cccc3cccc(c23)N1C
i | i | Nc1ccc2c(c1)Nc1ccccc1CC2
i | i | COc1ccc(N(CC(=O)Nc2ccccc2C(N)=O)S(=O)(=O)c2ccc(C)c([N+](=O)[O-])c2)cc1
i | i | O=C(Nc1ccc(O)c2c(=O)cc(-c3ccccc3Cl)oc12)c1cccc(Cl)c1
i | i | O=C1c2ccccc2C(=O)N1CC1c2ccccc2CCN1S(=O)(=O)c1cnc[nH]1 (stereo not given)
i | i | CCOc1nc(-c2ccc(C)cc2)ccc1-c1noc(COC)n1
i | i | CCN1CCC[C@H]1CNC(=O)c1c(O)c(Cl)cc(Cl)c1OC
i | i | CCn1c(NC(=O)c2ccc(C)cc2)c2ccccc2nc1=O
i | i | COc1ccccc1N1CCN(CCCCOc2cccc3ccccc23)CC1
i | i | CC(C)CCN1CCN(Cc2nc3ccccc3s2)CC1CCO (stereo not given)
i | i | O=C(Nc1ccc2[nH]ncc2c1)c1ccccc1Cl
i | i | O=C(NCc1ccc(F)cc1)C1CCCN(C(=O)NCc2ccccc2)C1 (stereo not given)
i | i | COC(=O)CSc1ncnc2c(C)csc12
. | i | CC(C)C[C@@H]1NC(=O)[C@H](CO)NC(=O)c2cc([N+](=O)[O-])cc(I)c2OCC[C@@H](C(N)=O)NC1=O
i | i | Oc1ccccc1-c1nc(/C=C/c2ccccc2)nn1-c1ccccc1
i | i | CC(/C=N/n1c(-c2cccnc2)n[nH]c1=S)=C\c1ccccc1
i | i | Cc1ccc(S(=O)(=O)NCC(=O)OCC(=O)N(C)C2CCS(=O)(=O)C2)cc1 (stereo not given)
i | i | COc1ccccc1CNC(=O)c1ccccc1NS(C)(=O)=O
i | i | COc1ccc(S(=O)(=O)Nc2cc(C(=O)NCCCN3CCOCC3)ccc2N2CCOCC2)cc1
i | i | O=C(NC(=S)NCc1nc2ccccc2[nH]1)c1ccc(F)cc1
-8.74* | i | CC(C)=CCc1c(O)ccc2c1OC(c1ccc(O)c(O)c1)CC2=O (stereo not given)
i | i | COc1ccc(OC)c(C2=NS(=O)(=O)N(C)C(C(=O)Nc3cccc(C(C)=O)c3)=C2)c1
-8.01* | i | Cc1ccc(C(CCN(Cc2ccccc2)C(=O)c2ccco2)c2ccco2)cc1 (stereo not given)
i | i | O=C(COc1cccc(Oc2ccccc2)c1)Nc1ncccn1
i | i | CC1CCN(C(=O)c2ccc(NS(C)(=O)=O)cc2)CC1
i | i | O=C(COC(=O)c1cn(-c2ccccc2)nc1-c1ccc(F)cc1)Nc1ncc(Cl)cc1Cl
i | i | O=C(CCNC(=O)Cn1ccc2ccccc2c1=O)NCCCN1CCN(c2ccccc2F)CC1
i | i | O=C1NC2(CCCCC2)Cc2ccccc21
i | i | Cc1ccc(-c2cc(C(=O)OCC(=O)Nc3ncc(C(F)(F)F)cc3Cl)c3ccccc3n2)cc1
i | i | Cc1ccc(C(=O)NC(N2CCCC2)C(Cl)(Cl)Cl)cc1 (stereo not given)
i | i | CNS(=O)(=O)c1cccc(C(=O)OCC(=O)c2c(N)n(C)c(=O)n(C)c2=O)c1
i | i | O=C1NC2(CCCC2)N=C1c1ccc(Cl)cc1

Additional entries.
KCNQ2 inh | CHT inh | SMILES
i | i | COc1ccc(S(=O)(=O)N2CCN(C(=O)c3ccco3)CC2)cc1C(C)(C)C
i | i | O=C(CNC(=O)c1ccc(F)cc1)N/N=C/c1cccnc1
i | -5.29* | COc1ccc(C2=NN(c3ccc(C(=O)O)cc3)C(c3ccc(OC)c(OC)c3)C2)cc1 (stereo not given)
i | i | O=C(Cc1cccc2ccccc12)Nc1cc(Cl)ccc1C(=O)O
i | i | COc1ccccc1Cn1c(-c2ccccc2OC)nc2ccccc21
i | i | Cc1ccccc1-n1ccnc1SCC(=O)NC1CCCC1
i | i | Cc1ccc(-n2nc3c(n2)/C(=N/O)CC/C3=N\O)cc1
i | i | Cc1c(N2C(=O)/C(=C3\C(=O)N(CC(=O)O)c4ccccc43)SC2=S)c(=O)n(-c2ccccc2)n1C
i | i | COc1ccc(/C=C(\C#N)C(=O)OCC(=O)NC(=O)NCCC(C)C)cc1
i | i | OCC1(Cc2ccccc2)CCN(Cc2ccc(-c3ccco3)cc2)CC1
i | i | CCN1C(=O)/C(=C/c2ccc(N3CCCC3)cc2)NC1=S
i | i | Cc1ccc(-n2c(C)cc(C)c(C#N)c2=O)cc1C
i | i | C/C(=C\C(=O)c1ccc(Br)cc1)NNC(=O)c1ccc(O)cc1
i | i | COc1ccc(CNC(=O)CN(C)S(=O)(=O)c2ccc(Cl)cc2)cc1
i | i | CC(=O)C1=C(NC(=O)c2ccc(F)cc2)CC2C1C2(C)C (stereo not given)
i | . | C/C(=N/NC(=O)c1cc(O)c(O)c(O)c1)c1ccc([N+](=O)[O-])cc1
i | i | COc1ccc(-c2nc3ccc(C(=O)NCC(OC)OC)cc3nc2-c2ccc(OC)c(OC)c2)cc1OC
i | i | NC(=O)COC(=O)c1cc([N+](=O)[O-])ccc1NCCO
i | i | COC(=O)CCC(=O)Nc1ccccc1C(=O)Nc1ccccc1
i | i | COCCCn1c(=NC(=O)c2ccncc2)c(C#N)cc2c(=O)n3cccc(C)c3nc21
i | i | CN(C)c1cc(-c2ccc(C#N)cc2)oc(=O)c1Cl
i | i | COc1ccc(N(Cc2cc3ccccc3[nH]c2=O)S(=O)(=O)c2ccccc2)cc1
i | i | CCOc1ccccc1NC(=O)COC(=O)C1CC1
i | i | COc1cccc(/C=N/n2nnnc2N)c1OCc1ccccc1Cl
i | i | COC(=O)COc1ccc(NS(=O)(=O)c2cccc([N+](=O)[O-])c2)cc1
i | i | COCCNC(=O)C12CC3CC(C1)CC(c1ccccc1)(C3)C2
i | -5.18* | C=CCNC(=O)c1onc(CSc2ccc(C(C)C)cc2)c1C(=O)O
. | i | Cc1ccccc1Cn1nc(C)c(NC(=O)c2cc3n(n2)C(C(F)F)CC(C(F)F)N3)c1C (stereo not given)
i | i | Cc1cccc(NC(=O)COc2coc(CN3CCN(Cc4ccccc4)CC3)cc2=O)c1
i | i | NC(=O)C1CCN(C(=O)C23CC4CC(CC(C4)C2)C3)CC1
i | i | CCCc1[nH]nc2c1C1(C(=O)N(CC)c3ccccc31)C(C#N)=C(N)O2 (stereo not given)
i | i | O=C(OCc1nnc(-c2ccccc2)o1)c1cc(F)c(F)cc1Cl
i | i | O=C(Nc1nc2c(Cl)ccc(Cl)c2s1)C1CC1
i | i | Cn1c(Cl)c(/C=N/OC(=O)C(C)(C)C)c2ccccc21
i | i | Cc1c(O)ccc2c(-c3ccccc3)cc(=O)oc12
i | i | Cc1c(Cl)cccc1NC(=O)CC(C(=O)O)C1CCCO1 (stereo not given)
i | i | Cc1ccc(SCC(=O)NC(=O)Nc2ccc3c(c2)OCCO3)cc1C
i | i | Cn1ccnc1SCC(=O)Nc1ccc(Oc2ccccc2)cc1
i | i | COC(C/C=C/[C@@H](O)[C@@H](C)OCc1ccccc1)OC
i | i | COc1ccc2c(c1)CC/C(=C/c1ccccn1)C2=O
i | i | O=C(NCCO)C1(c2ccccc2)CCCC1
i | i | CCOC(=O)C1=C(C)NC(C)=C(C(=O)OCC)C1c1ccc(O)cc1

Entries above that contain an aryl thioether with sulfur outside any ring:
KCNQ2 inh | CHT inh | SMILES
i | i | Cn1nc([N+](=O)[O-])nc1Sc1ccc(Cl)cc1
i | i | COc1ccccc1NC(=O)CSc1ncc(CO)n1Cc1ccc(F)cc1
i | i | Cc1ccc(-c2nnc(SCC(=O)NNC(=O)COc3cccc(C)c3)n2C)cc1
i | i | COC(=O)CSc1ncnc2c(C)csc12
i | i | Cc1ccccc1-n1ccnc1SCC(=O)NC1CCCC1
i | -5.18* | C=CCNC(=O)c1onc(CSc2ccc(C(C)C)cc2)c1C(=O)O
i | i | Cc1ccc(SCC(=O)NC(=O)Nc2ccc3c(c2)OCCO3)cc1C
i | i | Cn1ccnc1SCC(=O)Nc1ccc(Oc2ccccc2)cc1

Screening data (PubChem BioAssay)
